MrgX1 agonist = activates human MrgX1 receptor signaling | MrgX1-HEK293 cells, Fluo-4 calcium fluorescence, agonist mode; active compounds read high | B-score at 10 µM | Q96LB2 | 0.44% of 310,000 active;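 active means calcium response B-score plate-corrected fluorescence ratio at least 3 library SD, with starting fluorescence B-score inside 5 SD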
Target sequence (Q96LB2 whole entry, looked up): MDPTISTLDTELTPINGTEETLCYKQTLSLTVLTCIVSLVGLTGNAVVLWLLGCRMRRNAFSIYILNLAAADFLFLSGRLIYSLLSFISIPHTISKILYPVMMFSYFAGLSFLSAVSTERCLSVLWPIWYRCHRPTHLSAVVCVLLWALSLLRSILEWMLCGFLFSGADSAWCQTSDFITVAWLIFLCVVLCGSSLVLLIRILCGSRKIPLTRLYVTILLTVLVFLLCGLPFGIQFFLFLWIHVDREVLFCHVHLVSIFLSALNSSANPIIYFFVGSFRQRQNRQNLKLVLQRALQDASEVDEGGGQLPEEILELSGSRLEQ
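Material: HEK293 cells stably expressing human MrgX1 receptor | Quantity: 15,000 cells per well | Times: Cells plated overnight, dye loaded 0.5 h 37 °C, 0.5 h room temperature | Measured by: Kinetic Fluo-4 NW fluorescence of intracellular calcium | Control set: Positive and negative controls per plate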
RGS4 act = RGS4 potentiation or activation | 0.92% of 310,000 active | HEK293 M3R/inducible RGS4, carbachol calcium flux Fluo4; active compounds read low | AID 463111 | B-score at 10 µM;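 active means B-score of the integrated calcium signal more than 4 SD below the library mean, with starting fluorescence not abnormally high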;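 further: negative B-score means reduced calcium response which marks RGS4 activation or potentiation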
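System – HEK293 FlpIn-TREx cells, stable M3R, doxycycline-inducible RGS4 · Reagent – ECmax carbachol challenge · Times – compound preincubation 20 min at room temperature before agonist · Technique – Fluo4 fluorescence kinetic imaging of calcium · Measure – B score of integrated Fluo4 ratio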
MrgX1 antag = antagonists of human MrgX1 receptor. MRGX1-HEK293 calcium flux, Fluo-4, BAM8-22 antagonism; active compounds read low. Q96LB2. 1.3% of 310,000 active. B-score at 10 µM. AID 588676;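 active means calcium-response B-score plate-corrected more than 3 library SD below zero, starting fluorescence within 5 deviations, no agonist response on first addition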;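 further: peak minus trough fluorescence over baseline after final BAM8-22 challenge near maximal dose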
RGS4 inh = inhibitors of human RGS4; P49798; HEK293 M3R/RGS4 inducible, Fluo-4 calcium flux; active compounds read high; triggered by carbachol at its EC20; B-score at 10 µM; 0.45% of 310,000 active; AID 463165;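 active means B-score, a plate-corrected calcium signal, over three deviations above library mean, with baseline fluorescence within five deviations of library mean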;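 further: RGS4 expression induced by doxycycline in cells with stable M3 receptor; B-score is computed from the integrated fluorescence ratio over baseline after carbachol; higher B-score means a larger calcium signal and so more RGS4 inhibition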
Target sequence (P49798 whole entry, looked up): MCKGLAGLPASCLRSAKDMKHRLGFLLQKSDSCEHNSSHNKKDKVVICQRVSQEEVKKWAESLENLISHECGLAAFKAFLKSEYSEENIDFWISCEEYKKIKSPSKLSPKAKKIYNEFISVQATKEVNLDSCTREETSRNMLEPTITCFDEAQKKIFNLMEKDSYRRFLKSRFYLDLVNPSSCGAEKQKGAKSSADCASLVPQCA
TRPC6 act = mouse TRPC6 channel activation. B-score at 10 µM. Q61143. HEK293-TRPC6 membrane potential dye fluorescence; active compounds read high. 0.13% of 310,000 active. AID 2550;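 active means B-score of the integrated fluorescence ratio above library mean plus 3 SD, and starting fluorescence ratio within library mean plus 5 SD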;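 further: higher score means more depolarization so channel activation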
TRPC6 inh = inhibitors of mouse TRPC6 channel. AID 2553. B-score at 10 µM. HEK293-TRPC6, membrane potential dye, ACh-evoked depolarization; active compounds read low. 1.1% of 310,000 active;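 active means B-score under library mean minus 3 SD, initial fluorescence not abnormally high, positive integrated signal ratio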;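 further: B-score derived from integrated fluorescence ratio over the kinetic read; more negative B-score means stronger inhibition of depolarization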
MrgX1 PAM = allosterically activates human MrgX1 receptor signaling; 0.63% of 310,000 active; MrgX1-HEK293, Fluo-4 calcium flux, FDSS; active compounds read high; B-score at 10 µM; Q96LB2;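 active means plate-corrected calcium response at least 3 library SD above typical, normal starting fluorescence, not activating the receptor alone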;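 further: compound read alongside a low EC10 to EC30 dose of BAM8-22 agonist; peak minus trough fluorescence over baseline measured at the second addition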
SKKanGAS inh = SKKanGAS growth inhibition | S. pyogenes SKKanGAS, kanamycin growth, BacTiter-Glo, 6 h | inhibition, % at 7.5 µM | 1.3% of 300,000 active | AID 1662;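 active means mean replicate score, as percent of positive control median, at least 50; inconclusive means mean below 50 but one replicate at or above 50; inactive means mean and every replicate below 50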;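 further: strain carries kanamycin resistance gene driven by streptokinase promoter and grows in 40 µg/ml kanamycin; loss of luminescence reflects streptokinase promoter inhibition or plain growth inhibition; 0% = median of DMSO wells and 100% = positive control at its reference dose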
TRPC4 inh = blocks the mouse TRPC4 cation channel | HEK293 TRPC4beta/mu-opioid, DAMGO-evoked Fluo4 calcium flux; active compounds read low | AID 2247 | 0.39% of 300,000 active | Q9QUQ5 | B-score at 10 µM;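 active means B-score over 3 SD under the library average, no early fluorescence shift, positive overall ratio signal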
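Assay system – HEK293 line stably carrying TRPC4beta and mu-opioid receptor · Doses – single dose · Detection – Fluo4 calcium-dye fluorescence, kinetic read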
Platelet DG rel = modulates dense granule release in human platelets; human platelet-rich plasma, SFLLRN dense granule ATP release, luminescence; inhibition, %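 (compounds screened at 7.5 µM in platelet-rich plasma)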; 0.22% of 300,000 active;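 active means mean replicate score, as percent of positive control, at or above 50; inconclusive means mean below 50 but at least one replicate at or above 50; inactive means mean and every replicate below 50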
HIF act = HIF pathway transcriptional activation. U2OS HRE-luciferase reporter, luminescence; normalized: DMSO 0%, desferrioxamine 100%. activation, % at 7.5 µM (by protocol). 0.32% of 300,000 active. AID 1910;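 active means mean activation of at least 10% of the iron chelator positive control signal, with at least half of replicates also reaching 10%; inconclusive means mean and replicate majority disagree about reaching 10%; inactive means mean and most replicates under 10%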
An asterisk follows results filed as active.

How did O=C(NCc1ccc(F)cc1Cl)C1CC(=O)N(C2CCCCCCC2)C1 (stereo not drawn) do in these assays?
MrgX1 agonist: inactive; RGS4 act: inactive; MrgX1 antag: inactive; RGS4 inh: inactive; TRPC6 act: inactive; TRPC6 inh: inactive; MrgX1 PAM: inactive; SKKanGAS inh: 1; TRPC4 inh: inactive; Platelet DG rel: -10; HIF act: 0.2

How did CC1CCN(c2ccccc2NC(=O)c2ccc([N+](=O)[O-])o2)CC1 do in these assays?
MrgX1 agonist: inactive; RGS4 act: inactive; MrgX1 antag: inactive; RGS4 inh: inactive; TRPC6 act: inactive; TRPC6 inh: inactive; MrgX1 PAM: inactive; SKKanGAS inh: -9; TRPC4 inh: inactive; Platelet DG rel: -3; HIF act: -0.3

Results for Cc1cc(=O)n2nc(N3CCCC(C(=O)NC(C)c4ccccc4)C3)sc2n1 (stereo not drawn) ?
MrgX1 agonist: inactive; RGS4 act: inactive; MrgX1 antag: inactive; RGS4 inh: inactive; TRPC6 act: inactive; TRPC6 inh: inactive; MrgX1 PAM: inactive; SKKanGAS inh: 3; TRPC4 inh: inactive; Platelet DG rel: 1; HIF act: 0.1

What do the screens show for `CN(C)CCCN(Cc1ccccc1)C(=S)Nc1ccc(OC(F)F)cc1`?
MrgX1 agonist: inactive; RGS4 act: inactive; MrgX1 antag: inactive; RGS4 inh: inactive; TRPC6 act: inactive; TRPC6 inh: inactive; MrgX1 PAM: inactive; SKKanGAS inh: -2; TRPC4 inh: inactive; Platelet DG rel: 0; HIF act: -0.5

What do the screens show for `CCN(CC)c1ccc(/C=N/NS(=O)(=O)c2cccc([N+](=O)[O-])c2)cc1`?
MrgX1 agonist: inactive; RGS4 act: inactive; MrgX1 antag: inactive; RGS4 inh: inactive; TRPC6 act: inactive; TRPC6 inh: inactive; MrgX1 PAM: inactive; SKKanGAS inh: -5; TRPC4 inh: inactive; Platelet DG rel: 3; HIF act: 0.1

How did Cc1ccc(C(=O)CN2/C(=C(\O)c3ccccc3)C(=O)c3ccccc3S2(=O)=O)c(C)c1 do in these assays?
MrgX1 agonist: inactive; RGS4 act: inactive; MrgX1 antag: inactive; RGS4 inh: inactive; TRPC6 act: inactive; TRPC6 inh: inactive; MrgX1 PAM: inactive; SKKanGAS inh: 27; TRPC4 inh: inactive; Platelet DG rel: 8; HIF act: 0.1

How did O=C(N/N=C/c1ccc(O)c(O)c1)C1c2ccccc2Oc2ccccc21 do in these assays?
MrgX1 agonist: inactive; RGS4 act: inactive; MrgX1 antag: inactive; RGS4 inh: inactive; TRPC6 act: inactive; TRPC6 inh: inactive; MrgX1 PAM: inactive; SKKanGAS inh: 2; TRPC4 inh: inactive; Platelet DG rel: 8; HIF act: -0.1

What do the screens show for `Cc1cc(N2CCC(C)CC2)nc(NCc2ccccc2)n1`?
MrgX1 agonist: 46*; RGS4 act: -7*; MrgX1 antag: inactive; RGS4 inh: inactive; TRPC6 act: inactive; TRPC6 inh: inactive; MrgX1 PAM: inactive; SKKanGAS inh: -10; TRPC4 inh: -6*; Platelet DG rel: 1; HIF act: -0.4

Results for CCn1c(C(=O)NCc2ccccn2)cc2sccc21 ?
MrgX1 agonist: inactive; RGS4 act: inactive; MrgX1 antag: inactive; RGS4 inh: inactive; TRPC6 act: inactive; TRPC6 inh: inactive; MrgX1 PAM: inactive; SKKanGAS inh: 6; TRPC4 inh: inactive; Platelet DG rel: -2; HIF act: 0.0

What do the screens show for `O=C(Cn1ccc2ccccc2c1=O)NCC(=O)N1CCN(c2ccccc2F)CC1`?
MrgX1 agonist: inactive; RGS4 act: inactive; MrgX1 antag: inactive; RGS4 inh: inactive; TRPC6 act: inactive; TRPC6 inh: inactive; MrgX1 PAM: inactive; SKKanGAS inh: -2; TRPC4 inh: inactive; Platelet DG rel: -25; HIF act: 0.3

Results for CCOC(=O)C(=CNc1ccc(C)cc1C)C(=O)OCC ?
MrgX1 agonist: inactive; RGS4 act: inactive; MrgX1 antag: inactive; RGS4 inh: inactive; TRPC6 act: inactive; TRPC6 inh: inactive; MrgX1 PAM: inactive; SKKanGAS inh: 0; TRPC4 inh: inactive; Platelet DG rel: 2; HIF act: 0.5

Results for Cc1cccc(NC(=O)/C(=C\c2ccco2)NC(=O)c2cccs2)c1 ?
MrgX1 agonist: inactive; RGS4 act: inactive; MrgX1 antag: inactive; RGS4 inh: inactive; TRPC6 act: inactive; TRPC6 inh: inactive; MrgX1 PAM: inactive; SKKanGAS inh: -7; TRPC4 inh: inactive; Platelet DG rel: 1; HIF act: 0.8

Results for Cc1nc(-c2ccc(Cl)cc2)sc1C(=O)O ?
MrgX1 agonist: inactive; RGS4 act: inactive; MrgX1 antag: inactive; RGS4 inh: inactive; TRPC6 act: inactive; TRPC6 inh: inactive; MrgX1 PAM: inactive; SKKanGAS inh: -10; TRPC4 inh: inactive; Platelet DG rel: 0; HIF act: 1.7

Results for Cc1cccc(OCC(=O)NC(=S)Nc2ccccc2N2CCOCC2)c1 ?
MrgX1 agonist: inactive; RGS4 act: inactive; MrgX1 antag: inactive; RGS4 inh: inactive; TRPC6 act: inactive; TRPC6 inh: inactive; MrgX1 PAM: inactive; SKKanGAS inh: 3; TRPC4 inh: inactive; Platelet DG rel: -11; HIF act: -0.4

Results for O=C(NCCCN1CCc2ccccc2C1)Nc1ccc(Cl)cc1 ?
MrgX1 agonist: inactive; RGS4 act: inactive; MrgX1 antag: inactive; RGS4 inh: inactive; TRPC6 act: inactive; TRPC6 inh: inactive; MrgX1 PAM: inactive; SKKanGAS inh: -2; Platelet DG rel: -12; HIF act: 0.4

What do the screens show for `O=C(CN1C(=O)C2C3C=CC(C4CC34)C2C1=O)NCc1ccco1` (stereo not drawn)?
MrgX1 agonist: inactive; RGS4 act: inactive; MrgX1 antag: inactive; RGS4 inh: inactive; TRPC6 act: inactive; TRPC6 inh: inactive; MrgX1 PAM: inactive; SKKanGAS inh: 2; TRPC4 inh: inactive; Platelet DG rel: -4; HIF act: -0.3

Results for O=C(O)CSc1nc(-c2ccccc2)c(-c2ccccc2)[nH]1 ?
MrgX1 agonist: inactive; RGS4 act: inactive; MrgX1 antag: inactive; RGS4 inh: inactive; TRPC6 act: inactive; TRPC6 inh: inactive; MrgX1 PAM: inactive; SKKanGAS inh: 7; TRPC4 inh: inactive; Platelet DG rel: 3; HIF act: 0.2

Results for CCOC(=O)c1cc2c(=O)n3cccc(C)c3nc2n(CCCOC)c1=NC(=O)c1cccnc1 ?
MrgX1 agonist: inactive; RGS4 act: inactive; MrgX1 antag: inactive; RGS4 inh: inactive; TRPC6 act: inactive; TRPC6 inh: inactive; MrgX1 PAM: inactive; SKKanGAS inh: -2; TRPC4 inh: inactive; Platelet DG rel: -8; HIF act: -0.5

What do the screens show for `CC(C)CN(CCNC(=O)CN1N=C(c2ccc(Cl)cc2)CCC1=O)CC(C)C`?
MrgX1 agonist: inactive; RGS4 act: inactive; MrgX1 antag: inactive; RGS4 inh: inactive; TRPC6 act: inactive; TRPC6 inh: inactive; MrgX1 PAM: inactive; SKKanGAS inh: -5; TRPC4 inh: inactive; Platelet DG rel: -1; HIF act: -0.8

What do the screens show for `O=C(Nc1ccccc1F)Nc1ccc([N+](=O)[O-])cc1Cl`?
MrgX1 agonist: inactive; RGS4 act: inactive; MrgX1 antag: inactive; RGS4 inh: inactive; TRPC6 act: inactive; TRPC6 inh: inactive; MrgX1 PAM: inactive; SKKanGAS inh: -9; TRPC4 inh: inactive; Platelet DG rel: -5; HIF act: 1.4

How did CCC1CCc2sc(C(=O)NCc3ccccn3)cc2C1 (stereo not drawn) do in these assays?
MrgX1 agonist: inactive; RGS4 act: inactive; MrgX1 antag: inactive; RGS4 inh: inactive; TRPC6 act: inactive; TRPC6 inh: inactive; MrgX1 PAM: inactive; SKKanGAS inh: -4; TRPC4 inh: inactive; Platelet DG rel: -3; HIF act: 22*

What do the screens show for `Cc1cc(C)n2nc(-c3ccc(F)cc3)nc2n1`?
MrgX1 agonist: inactive; RGS4 act: inactive; MrgX1 antag: inactive; RGS4 inh: inactive; TRPC6 act: inactive; TRPC6 inh: inactive; MrgX1 PAM: inactive; SKKanGAS inh: 3; TRPC4 inh: inactive; Platelet DG rel: 8; HIF act: 1.1

What do the screens show for `O=C(NCc1ccc(Cl)cc1)C1CCC(CNS(=O)(=O)c2ccccc2)CC1` (stereo not drawn)?
MrgX1 agonist: inactive; RGS4 act: inactive; MrgX1 antag: inactive; RGS4 inh: inactive; TRPC6 act: inactive; TRPC6 inh: inactive; MrgX1 PAM: inactive; SKKanGAS inh: -1; TRPC4 inh: inactive; Platelet DG rel: 3; HIF act: 0.6

What do the screens show for `CC(=O)Oc1cccc(NC(=O)c2ccc3c(c2)C(=O)N(CC(C)C)C3=O)c1`?
MrgX1 agonist: inactive; RGS4 act: inactive; MrgX1 antag: inactive; RGS4 inh: inactive; TRPC6 act: inactive; TRPC6 inh: inactive; MrgX1 PAM: inactive; SKKanGAS inh: -6; TRPC4 inh: inactive; Platelet DG rel: 0; HIF act: 1.6

How did Cc1nnc2n1N=C(c1ccc(OC(F)F)cc1)C(C)S2 (stereo not drawn) do in these assays?
MrgX1 agonist: inactive; RGS4 act: inactive; MrgX1 antag: inactive; RGS4 inh: inactive; TRPC6 act: inactive; TRPC6 inh: inactive; MrgX1 PAM: inactive; SKKanGAS inh: -3; TRPC4 inh: inactive; Platelet DG rel: 7; HIF act: -0.4

What do the screens show for `COc1ccc(C(=O)NC(=S)NC(C)(C)C)cc1Br`?
MrgX1 agonist: inactive; RGS4 act: inactive; MrgX1 antag: inactive; RGS4 inh: inactive; TRPC6 act: inactive; TRPC6 inh: inactive; MrgX1 PAM: inactive; SKKanGAS inh: 0; TRPC4 inh: inactive; Platelet DG rel: inconclusive; HIF act: 1.8

How did CN1CCCC(C(=O)C(C#N)c2ccccc2)C1 (stereo not drawn) do in these assays?
MrgX1 agonist: inactive; RGS4 act: inactive; MrgX1 antag: inactive; RGS4 inh: inactive; TRPC6 act: inactive; TRPC6 inh: inactive; MrgX1 PAM: inactive; SKKanGAS inh: 2; TRPC4 inh: inactive; Platelet DG rel: -2; HIF act: -0.3

Results for CC(=O)Nc1ccc(OCC(=O)NC(C)C(C)C)cc1 (stereo not drawn) ?
MrgX1 agonist: inactive; RGS4 act: inactive; MrgX1 antag: inactive; RGS4 inh: inactive; TRPC6 act: inactive; TRPC6 inh: inactive; MrgX1 PAM: inactive; SKKanGAS inh: 6; TRPC4 inh: inactive; Platelet DG rel: -2; HIF act: -0.3

Source: PubChem BioAssay (several laboratories)
